# Vif-APOBEC3F blk: Vif-A3F binding inhibition. HeLa A3F-eYFP + Vif (tagged APOBEC3F with the HIV-1 protein that degrades it), YFP fluorescence increase. Potency, µM (highest dose often 46.1 µM), without a hit: at the highest dose activity, negative = active. 390,000 compounds, 0.2% hits. AID 602313; further: % of control where 0% means no effect; nearly all actives have a fitted effect of over 65% in size
#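 HeLa cells stably expressing Vif plus C-terminally eYFP-tagged A3F were seeded, incubated overnight at 37 deg C, dosed with compound, incubated overnight again at 37 deg C. Yellow fluorescence (Ex 488/Em 500-530) reported blocked Vif-mediated A3F-eYFP degradation.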
# USP1-UAF1 inh: blocks the human USP1/UAF1 deubiquitinase complex. 390,000 compounds, 0.23% hits. AID 743255. O94782. recombinant USP1/UAF1, Ub-Rhodamine cleavage fluorescence. Potency, µM (series often up to 57.1 µM), for inactives: at the top dose activity change, negative = inhibition, usual class: inhibitors; further: on the % scale 0 is the no-effect control and ±100 the full control effect; nearly all actives have a fitted effect of over 60% in size; inactives centre near -12
#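 USP1/UAF1 complex (1 nM) preincubated 15 min at room temperature with compound, then Ub-Rho substrate (150 nM final) added. Kinetic fluorescence at 480/540 nm over 6 reads at 60 s intervals; 50 mM HEPES pH 7.8, 0.5 mM EDTA, 0.1 mg/ml BSA, 1 mM TCEP, 0.01% Tween-20.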
# Vif-A3G inh: Vif-A3G binding inhibition | Q9HC16 | HeLa A3G-eYFP + Vif (tagged APOBEC3G with the HIV-1 protein that degrades it), YFP fluorescence, overnight | Potency, µM (highest dose often 46.1 µM), for inactives: at the top dose activity, negative = active, hits mostly inhibitors | 410,000 compounds, 0.076% hits;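 further: on the % scale 0 is the no-effect control and ±100 the full control effect; nearly all actives have a fitted effect of over 60% in size; hits raise eYFP signal because A3G escapes Vif-driven loss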
# Target sequence (Q9HC16 whole entry, looked up): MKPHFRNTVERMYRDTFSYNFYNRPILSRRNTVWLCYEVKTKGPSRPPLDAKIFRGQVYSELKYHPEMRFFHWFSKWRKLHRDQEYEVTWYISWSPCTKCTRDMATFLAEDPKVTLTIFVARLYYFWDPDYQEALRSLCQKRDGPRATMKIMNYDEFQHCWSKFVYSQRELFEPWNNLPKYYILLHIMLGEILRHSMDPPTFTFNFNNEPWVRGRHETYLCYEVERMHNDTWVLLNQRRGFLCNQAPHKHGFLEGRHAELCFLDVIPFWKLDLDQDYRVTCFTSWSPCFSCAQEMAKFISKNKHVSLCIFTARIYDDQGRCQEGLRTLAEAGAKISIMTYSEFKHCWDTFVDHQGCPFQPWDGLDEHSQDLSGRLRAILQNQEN
#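 Read-out is eYFP fluorescence (Ex 488/Em 500-530) from Vif-expressing HeLa A3G-eYFP cells; more signal means A3G escaped Vif-mediated degradation. Cells plated overnight, compound pinned in, incubated overnight at 37 deg C.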
# mIDH1 inhibitor: inhibitors of human mutant IDH1 R132H | IDH1-R132H enzyme, NADPH consumption, diaphorase/resazurin fluorescence | Potency, µM (highest dose often 76.6 µM), for the others: at the highest dose activity change, negative = inhibition, usual class: inhibitors | 390,000 compounds, 0.093% hits; further: on the % scale 0 is the no-effect control and ±100 the full control effect; nearly all actives have a fitted effect of over 65% in size
#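 IDH1-R132H (0.5 ug/mL dispensed) in pH 7.5 Tris buffer was preincubated 30 min with compound, then given a substrate mix of 0.016 mM NADPH and 2 mM alpha-KG for 80 min at room temperature; remaining NADPH was read by diaphorase/resazurin fluorescence.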
# RXFP1 agonist: agonists of human relaxin receptor RXFP1 | Q9HBX9 | Potency, µM (titrated, usually from 57.5 µM), for the others: top-dose activation, actives largely listed as activators | HEK293T-RXFP1 cAMP TR-FRET, 30 min; response scale: percent of porcine relaxin response, buffer zero | 370,000 compounds, 0.3% hits | AID 2676; further: on the % scale 0 is the no-effect control and ±100 the full control effect; nearly all actives have a fitted effect of over 60% in size; many of its hits are not listed in these tables
#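 HEK293 cells stably expressing RXFP1, treated 30 min at 37C with compounds plus PDE4 inhibitor Ro 20174; cAMP measured by HTRF TR-FRET. Normalized to buffer and 29 nM porcine relaxin; EC50 by Hill fit.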
# 12-LOX inh: inhibitors of human 12S-lipoxygenase ALOX12 | purified 12hLO, xylenol orange hydroperoxide absorbance | AID 1671190 | 580,000 compounds, 1.1% hits | P18054 | Potency, µM (titrated, usually from 108 µM), for the others: at the top dose activity change, negative = inhibition, most hits filed as inhibitors; further: on the % scale 0 is the no-effect control and ±100 the full control effect
#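 Hydroperoxide product was detected by ferrous iron/xylenol orange as the 573 to 405 nm absorbance ratio. Arachidonic acid at 40 uM (final) was turned over for 30 min at room temperature by 150 nM human 12hLO, pH 7.0 Hepes buffer, after 15 min compound preincubation.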
# TrxR1 substrate: rat thioredoxin reductase 1 substrate activity | O89049 | purified TrxR1 substrate turnover, NADPH consumption readout | Potency, µM (highest dose often 114 µM), for the others: top-dose activity change, negative = substrate turnover | AID 588456 | 390,000 compounds, 0.01% hits; further: on the % scale 0 is the no-effect control and ±100 the full control effect; nearly all actives have a fitted effect of over 50% in size
# Target sequence (O89049 whole entry, looked up): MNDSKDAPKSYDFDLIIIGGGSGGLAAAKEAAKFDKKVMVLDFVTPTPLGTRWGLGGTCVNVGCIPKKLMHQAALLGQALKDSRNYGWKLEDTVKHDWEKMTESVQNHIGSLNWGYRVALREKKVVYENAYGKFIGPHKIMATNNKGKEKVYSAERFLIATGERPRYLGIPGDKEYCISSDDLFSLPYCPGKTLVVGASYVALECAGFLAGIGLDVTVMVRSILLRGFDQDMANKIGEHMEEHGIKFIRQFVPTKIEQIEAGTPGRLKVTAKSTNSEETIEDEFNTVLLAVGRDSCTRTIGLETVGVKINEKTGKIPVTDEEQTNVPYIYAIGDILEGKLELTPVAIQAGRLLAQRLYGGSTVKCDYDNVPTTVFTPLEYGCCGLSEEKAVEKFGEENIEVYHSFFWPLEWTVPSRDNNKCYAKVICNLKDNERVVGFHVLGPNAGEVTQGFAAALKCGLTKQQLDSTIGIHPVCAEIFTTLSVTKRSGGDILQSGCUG
#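 Rat TrxR1, dispensed at 90 nM, was prereduced with 400 uM NADPH (final) for 5 min at ~22 deg C, then incubated with compound 15 min before 400 uM selenite. A first-read NADPH fluorescence drop versus no-compound background flagged substrates.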
# RGS4 inh: inhibitors of human regulator of G protein signaling 4 | Potency, µM (top dose mostly 114 µM), for the others: top-dose activity change, negative = inhibition, usual class: inhibitors | Transcreener GDP fluorescence polarization, RGS4-accelerated GTP hydrolysis | 390,000 compounds, 0.039% hits | AID 504845 | P49798; further: on the % scale 0 is the no-effect control and ±100 the full control effect; nearly all actives have a fitted effect of over 75% in size; some results filed as inactive show a strong effect at the top dose
# Target sequence (P49798 whole entry, looked up): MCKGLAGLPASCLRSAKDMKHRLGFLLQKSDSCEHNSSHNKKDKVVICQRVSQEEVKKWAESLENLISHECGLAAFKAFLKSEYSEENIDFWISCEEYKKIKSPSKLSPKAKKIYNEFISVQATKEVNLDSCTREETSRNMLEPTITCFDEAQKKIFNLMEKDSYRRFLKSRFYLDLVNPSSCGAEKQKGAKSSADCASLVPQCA
#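 MLSMR compounds (23 nl, pin-transferred) preincubated 10 min at room temperature with a 500nM (2x) first reagent, then RGS4 at 900nM (2x) plus Transcreener GDP mix added; fluorescence polarization (620/688 nm) read before and after 90 min at 30 °C.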
# TrxR1 inh: inhibitors of rat thioredoxin reductase 1; O89049; recombinant rTrxR1, NADPH fluorescence consumption, selenite substrate; Potency, µM (titrated, usually from 114 µM), inactives show at the top dose activity change, negative = inhibition, most hits filed as inhibitors; 390,000 compounds, 1% hits; further: on the % scale 0 is the no-effect control and ±100 the full control effect; nearly all actives have a fitted effect of over 65% in size
#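 Rat TrxR1 (90 nM in the dispensed reagent) was pre-reduced with 400 uM NADPH for 5 min at room temperature, then incubated with compound for 15 min. After 400 uM selenite was added, NADPH fluorescence (Ex 340/Em 450 nm) was followed for 8 min.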
# Active calls of the source: *; ? = inconclusive; . = no result given; & = joins results of further samples; [ ] = remark or other dose. The call rests on the fitted dose curve; in most records, active means well fitted curve in the direction sought with a large enough effect; inconclusive means small, poorly fitted or top-dose-only effect, or another doubt; inactive means no such curve, though single readings can be large; an effect the other way counts as inactive or inconclusive. Potency means the concentration at half of the fitted maximal effect. The list is partial, so the mix of outcomes need not match the whole.
# Values run as follows: Vif-APOBEC3F blk	USP1-UAF1 inh	Vif-A3G inh	mIDH1 inhibitor	RXFP1 agonist	12-LOX inh	TrxR1 substrate	RGS4 inh	TrxR1 inh
1	CN1c2ccccc2C(C)(C)[C@]12C=Cc1cc(O)ccc1O2
  -11%	-27%	?	-5%	-0.6%	-76%	-1%	-33%	-8%
2	O=C(CN1CCN(c2ccccn2)CC1)Nc1cccc(Br)c1
  -16%	-20%	-3%	-7%	-1.1%	-30%	0%	-1%[56.9 µM]	8%
3	CSc1ccc(/C=C/C(=O)c2c(O)cc(C)oc2=O)cc1
  1%	-13%	-17%	-6%	1.9%	-15%	-4%	-35%	-26%
4	Cc1ccc(S(=O)(=O)NCCCNc2ccc([N+](=O)[O-])cc2)cc1
  4%	-21%	4%	-4%	1.6%	?	0%[57.1 µM]	17%	1%[57.1 µM]
5	Cc1ccc(C)c(NC(=O)CN2C(=O)CC(C)S(=O)(=O)c3ccccc32)c1 (stereo not given)
  -18%	-17%	-5%	-6%	-0.3%	-8%	0%	10%	17%
6	CCC(=O)NNc1ncnc2ccccc12
  6%	-3%	-1%	4%	0.2%	-2%	-4%	4%	7%
7	CC(CNC(=O)c1cccs1)c1ccc([N+](=O)[O-])cc1 (stereo not given)
  2%	1%	2%	6%	-1.3%	-4%	-8%	6%	9%
8	O=C(CCC(=O)N(CC(=O)NC1CCCC1)Cc1ccccc1)Nc1nccs1
  -4%	-7%	0%	8%	0.6%	-24%	-6%	-17%	-15%
9	O=C(CSc1nnc(-c2csc3c2CCCC3)o1)Nc1ccccc1
  1%	-26%	-1%	-1%	-0.2%	21%	7%	5%	18%
10	CC1CCC(N2CC(=O)N(C3CCCC3)C(c3ccc(Cl)cc3)C2=O)CC1 (stereo not given)
  -4%	-4%	-3%	-12%	0.4%	-24%	6%[57.1 µM]	3%	19%[57.1 µM]

# 7 entries from above, ordered by SMILES length, rising:
# Values run as follows: Vif-APOBEC3F blk	USP1-UAF1 inh	Vif-A3G inh	mIDH1 inhibitor	RXFP1 agonist	12-LOX inh	TrxR1 substrate	RGS4 inh	TrxR1 inh
6	CCC(=O)NNc1ncnc2ccccc12
  6%	-3%	-1%	4%	0.2%	-2%	-4%	4%	7%
2	O=C(CN1CCN(c2ccccn2)CC1)Nc1cccc(Br)c1
  -16%	-20%	-3%	-7%	-1.1%	-30%	0%	-1%[56.9 µM]	8%
9	O=C(CSc1nnc(-c2csc3c2CCCC3)o1)Nc1ccccc1
  1%	-26%	-1%	-1%	-0.2%	21%	7%	5%	18%
1	CN1c2ccccc2C(C)(C)[C@]12C=Cc1cc(O)ccc1O2
  -11%	-27%	?	-5%	-0.6%	-76%	-1%	-33%	-8%
4	Cc1ccc(S(=O)(=O)NCCCNc2ccc([N+](=O)[O-])cc2)cc1
  4%	-21%	4%	-4%	1.6%	?	0%[57.1 µM]	17%	1%[57.1 µM]
10	CC1CCC(N2CC(=O)N(C3CCCC3)C(c3ccc(Cl)cc3)C2=O)CC1 (stereo not given)
  -4%	-4%	-3%	-12%	0.4%	-24%	6%[57.1 µM]	3%	19%[57.1 µM]
5	Cc1ccc(C)c(NC(=O)CN2C(=O)CC(C)S(=O)(=O)c3ccccc32)c1 (stereo not given)
  -18%	-17%	-5%	-6%	-0.3%	-8%	0%	10%	17%

# Carrying on.
# Values run as follows: Vif-APOBEC3F blk	USP1-UAF1 inh	Vif-A3G inh	mIDH1 inhibitor	RXFP1 agonist	12-LOX inh	TrxR1 substrate	RGS4 inh	TrxR1 inh
11	Brc1c(CSc2nc3ccccc3o2)nc2ncccn12
  6%	-17%	-1%	8%	20%	-8%	107%[activator]	-13%	-5%
12	COc1ccc(C(NC(=O)C(C)(C)C)NC(=O)C(C)(C)C)cc1
  0%	-8%	5%	0%	0.9%	19%	-8%	-5%	-11%
13	O=S(=O)(NCCS(=O)(=O)N1CCN(c2cccc(Cl)c2)CC1)c1ccc(F)cc1
  0%	-11%	2%	1%	1.4%	-22%	-3%[57.1 µM]	-33%	12%[57.1 µM]
14	Cc1ccc(NC(=O)CCNS(=O)(=O)c2ccc(Br)s2)cc1
  -8%&0%	3%&-18%	1%&0%	0%&0%	-0.1%&2.4%	-7%&-17%	-8%&1%	18%&-16%	-14%[57.1 µM]
15	Cc1cc(Nc2ncc(Cl)cc2Cl)n(-c2ccccn2)n1
  6%	-15%	-5%	1%	1.3%	0%[57.4 µM]	18%	-30%	36%
16	Cc1ccccc1S(=O)(=O)N(C)C[C@@H]1OCc2cn(nn2)CCCC(=O)N([C@H](C)CO)C[C@H]1C
  -3%	-14%	-1%	-7%	.	-2%	.	.	.
17	CCCCOC(=O)c1ccc(NC(=O)c2ocnc2C)cc1
  -11%	-7%	1%	2%	1.4%	-6%	0%	1%	8%
18	NC(=O)CSc1nnc2n(-c3ccccc3)c(=O)c3c4c(sc3n12)CCCCC4
  -10%	-23%	1%	5%	2.7%	3%	-5%	2%	-5%
19	COC(=O)c1ccccc1NC(=S)N1CCC(N2CCCCC2)CC1
  1%	-2%	0%	4%	5.0%	-2%	10%	24%	10%
20	CCOc1ccc(CNC(=O)C2CCN(S(=O)(=O)c3cn(C)cn3)CC2)cc1OC
  -6%	-5%	7%	-5%	-0.4%	-9%	1%[57.1 µM]	-11%	16%[57.1 µM]
21	COc1cc(C)nc(Nc2nc(C)c(C(C)=O)s2)n1
  -3%	-22%	2%	5%	4.1%	0%	-4%	-71%[11.4 µM]	-10%
22	CCC(Sc1nnc(-c2ccc(F)cc2)c(-c2ccc(F)cc2)n1)C(=O)NC1CCCC1 (stereo not given)
  3%	-14%	-4%	2%	?	-10%	2%[57.1 µM]	-7%	10%[57.1 µM]
23	CCOC(=O)c1sc(NS(=O)(=O)c2ccccc2Cl)nc1C
  8%	-9%	-6%	9%	1.5%	-47%	3%	26%	12%
24	Cc1cccc(CCNC(=O)C2CCC(CNS(=O)(=O)c3c(C)cc(C)cc3C)CC2)c1 (stereo not given)
  1%	-5%	6%	-10%	-0.7%	?	-11%[57.1 µM]	-20%	4%[57.1 µM]
25	COCC(=O)Nc1cc(C)cn(Cc2ccccc2Cl)c1=O
  -1%	-16%	-2%	4%	-0.6%	?	-8%	-11%	12%[57.1 µM]
26	CCCNC(=O)C(Cc1ccccc1)NC(=O)c1ccccc1 (stereo not given)
  4%	?	0%	2%	0.1%	15%	10%	4%	23%
27	O=C(CSc1ncnc2sc3c(c12)CCCC3)NC1CCS(=O)(=O)C1 (stereo not given)
  4%	-4%	-1%	0%	.	172%[activator]	-5%	-5%	-11%
28	CCOc1ccc(/C=N/OCC(=O)NC(c2ccccc2)c2ccccc2)cc1
  -1%	-20%	0%	1%	0.1%	6%	8%	-16%	24%
29	CCOc1ccc(S(=O)(=O)N2CCCCC2)cc1NC(=O)CCc1ccc(OC)cc1
  2%	-19%	-4%	6%	-0.3%	17%	-7%	-6%	3%
30	CC(=O)Nc1ccccc1OC(=O)N1CCOCC1
  -1%	1%	-1%	1%	1.4%	-12%	5%[57.1 µM]	6%	-1%[57.1 µM]
31	COc1ccc(C(=O)Nc2ccccc2SCc2cc(=O)n3nc(C)sc3n2)cc1OC
  -1%	-16%	3%	-2%	-2.8%	3%	1%	2%	5%
32	CCCCN(C(=O)c1ccc(N2CCCC2=O)cc1)c1c(N)n(CCC)c(=O)[nH]c1=O
  4%	-21%	3%	2%	-2.9%	17%	25%	-14%	64%[activator]
33	COC(=O)c1c(NC(C)=O)csc1C
  -12%	-12%	4%	4%	0.5%	184%[activator]	-25%[57.1 µM]	-8%	-3%[57.1 µM]
34	O=C(COC(=O)C1=COCCO1)Nc1cc(C(F)(F)F)ccc1Cl
  2%	-20%	-8%	3%	.	4%	5%	-16%	18%
35	NC(=O)CNC(=O)C1CCCc2c1[nH]c1ccc(Cl)cc21 (stereo not given)
  5%	-6%	-7%	-3%	3.4%	?	6%	-13%	-5%
36	CCN(CC)CCNC(=O)c1ccc(NC(=O)c2ccc(COc3ccccc3)cc2)cc1
  -2%	-26%	-2%	-2%	14%	0%	0%	-29%	9%
37	Cc1ccc(NC(=O)Cn2cc(C(=O)c3cccs3)c3ccccc32)cc1C
  0%	-26%	-7%	-11%	-1.3%	12%	5%	-8%	24%
38	CCC(C)NCCOCCOc1cc(C)c(Cl)c(C)c1 (stereo not given)
  -2%	-19%	1%	3%	3.5%	?	4%[57.1 µM]	17%	23%[57.1 µM]
39	Cc1cc(C(F)(F)F)nn1CC(=O)NCc1ccccc1
  5%	-10%	1%	1%	0.2%	320%[activator]	-4%	-1%	9%
40	CCC(Sc1nc(C)cc(C)n1)C(=O)Nc1cc(C)on1 (stereo not given)
  -10%	-18%	0%	11%	2.9%	2%	1%	8%	16%
41	CCOC(=O)NN1C(=O)c2ccccc2NC12CCCC2
  -1%	-21%	1%	1%	3.4%	-2%	32%[activator][57.1 µM]	-18%	18%[57.1 µM]
